# Neddylation inh: inhibitors of human cullin neddylation. TR-FRET cullin neddylation, biochemical. calls only at 25 µM. 0.58% of 360,000 active; in the data active = inhibition above about 36%
# MT1-MMP act inh: inhibitors of human MT1-MMP activation. HT1080 RFP-PRO-GFP cells, GFP/RFP ratio fluorescence, overnight; percent of plate control window, DMSO zero. 0.061% of 360,000 active. AID 651647. GFP/RFP ratio change, % at 20 µM;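 active = GFP/RFP ratio change of at least 30% with cell ATP level not reduced by more than half and red fluorescence within 50% of control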; also: strong numbers were not always called active
#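 Assay system: HT1080 cells carrying an RFP-PRO-GFP reporter | Dosing: Single dose of 20 µM compound, 1% DMSO final | Incubation: Cells overnight before dosing, compound overnight, 37 °C, 5% CO2 | Evaluation: GFP/RFP fluorescence ratio | Control set: DMSO and RFP-L50D-GFP cell wells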
# Rin1-Abl PPI inh: blocks binding of human Rin1 to Abl. P00519+Q13671. TR-FRET Rin1/Abl binding, biochemical. inhibition, % at 7.35 µM. 0.4% of 360,000 active. AID 588664; in the data active = inhibition above about 5%, passing the limit was not always enough
# SKN-1 inh: inhibitors of C. elegans SKN-1. C. elegans VP596 Pgst-4::GFP/RFP ratio, acrylamide-induced, 24 h. 0.49% of 360,000 active. AID 624304. inhibition, % at 21.8 µM;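 active = interference check ratio from 0.5 to 1.5 plus GFP to RFP signal ratio inhibition reaching or exceeding a fixed threshold, cut at about 30% in these data, passing the limit was not always enough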; also: some compounds called inactive have numbers as strong as hits
# NadD inh: NadD (S. aureus) enzyme inhibition; inhibition, % at 20 µM; 0.78% of 360,000 active; purified NadD enzyme, colorimetric absorbance read-out; AID 602399; in the data active = inhibition above about 26%; also: some compounds past the cut are filed as inactive
# FAS-TE inh: inhibitors of human fatty acid synthase thioesterase domain; P49327; recombinant FAS-TE, OMFH fluorogenic substrate, fluorescence endpoint; inhibition, % at 15 µM; 0.67% of 360,000 active; AID 602261;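 active = compounds whose normalised, plate-corrected inhibition of enzyme fluorescence in the single-dose primary screen is 50% or more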;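 also: 0% = DMSO with enzyme and 100% = substrate without enzyme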
# MLLE-PAM2 inh: inhibitors of microRNA-mediated deadenylation, human PABP1 MLLE binding; inhibition, % at 20 µM; P11940; 0.36% of 360,000 active; GST-MLLE / FITC-PAM2 fluorescence polarization; in the data active = inhibition above about 35%, passing the limit was not always enough;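 also: plate controls were DMSO wells with GST-MLLE for no effect and wells lacking GST-MLLE protein for full effect; some results filed as inactive read as strong as hits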
# Target sequence (P11940 whole entry, looked up): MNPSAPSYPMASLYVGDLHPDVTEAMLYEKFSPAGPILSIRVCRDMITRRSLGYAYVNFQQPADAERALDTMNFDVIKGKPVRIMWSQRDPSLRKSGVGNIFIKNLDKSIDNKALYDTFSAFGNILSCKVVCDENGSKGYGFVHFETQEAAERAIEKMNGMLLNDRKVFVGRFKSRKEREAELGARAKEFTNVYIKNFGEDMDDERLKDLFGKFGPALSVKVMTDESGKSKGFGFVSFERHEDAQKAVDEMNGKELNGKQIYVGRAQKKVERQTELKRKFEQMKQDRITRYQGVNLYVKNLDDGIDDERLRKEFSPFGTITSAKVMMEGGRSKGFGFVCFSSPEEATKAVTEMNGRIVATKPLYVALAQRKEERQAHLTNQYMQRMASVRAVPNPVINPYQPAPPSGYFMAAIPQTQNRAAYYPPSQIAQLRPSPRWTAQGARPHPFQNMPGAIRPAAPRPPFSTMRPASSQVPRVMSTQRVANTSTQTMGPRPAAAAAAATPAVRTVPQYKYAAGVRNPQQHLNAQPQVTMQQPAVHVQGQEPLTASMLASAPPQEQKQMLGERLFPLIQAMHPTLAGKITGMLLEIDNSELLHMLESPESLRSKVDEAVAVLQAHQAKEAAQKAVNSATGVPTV
# Rpn11 inh: blocks the human proteasome subunit Rpn11. O00487. human 26S proteasome, Ub4-pepOG fluorescence polarization; 20S core pre-blocked with epoxomicin. calls only at 20 µM. 0.59% of 360,000 active;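 active = inhibition at 20 µM, scaled to each plate's controls, above about 33%, limit read from the data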
# CSN inh: inhibitors of human CSN-mediated cullin deneddylation; Q92905; Purified CSN, SCF-Nedd8-OG deneddylation, fluorescence polarization; inhibition, % at 12.5 µM; 0.38% of 360,000 active; AID 651999;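 active = pattern-corrected inhibition above about 35%, with an unprinted fluorescence ratio check between 0.5 and 1.5, limit read from the data, passing the limit was not always enough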;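 also: 0% = enzyme with substrate and 100% = substrate without enzyme; some results filed as inactive read as strong as hits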
# Target sequence (Q92905 whole entry, looked up, one chain of several): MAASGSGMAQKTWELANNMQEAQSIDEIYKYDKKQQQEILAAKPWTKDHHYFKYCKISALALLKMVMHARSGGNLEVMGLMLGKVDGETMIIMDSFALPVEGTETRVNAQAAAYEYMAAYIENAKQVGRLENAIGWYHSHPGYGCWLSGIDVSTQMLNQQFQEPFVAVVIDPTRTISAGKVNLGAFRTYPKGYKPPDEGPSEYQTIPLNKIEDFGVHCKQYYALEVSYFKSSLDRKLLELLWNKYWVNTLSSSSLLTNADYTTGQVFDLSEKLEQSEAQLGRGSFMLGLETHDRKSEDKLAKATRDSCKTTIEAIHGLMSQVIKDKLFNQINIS
#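 Material: purified human Csn5 enzyme expressed in HEK293T cells / Medium: Tris buffer pH 7.5, NaCl, DTT, Tween-20, trehalose, ovalbumin / Compound dosing: 12.5 µM single point / Schedule: 90 min incubation of compound, enzyme and substrate at room temperature / Signal: fluorescence polarization of the substrate / Control set: no-enzyme wells high, enzyme-with-substrate wells low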
# * = called active by the depositor; i = inactive; nt = no result given; & = joins results of further samples.
SMILES,Neddylation inh,MT1-MMP act inh,Rin1-Abl PPI inh,SKN-1 inh,NadD inh,FAS-TE inh,MLLE-PAM2 inh,Rpn11 inh,CSN inh
Cc1ccccc1-n1c(=O)n(Cc2ccc(C(=O)O)cc2)c(=O)c2[nH]cnc21,i,-1,0,7,-7,-5,2,i,0
COc1ccccc1CNS(=O)(=O)c1c(C)nc2scc(C)n2c1=O,i,2,-4,-15,0,-2,4,i,2
CC(=O)Cc1nsc(NC(=O)c2ccc(Br)o2)n1,i,0,1,0,-2,-7,2,i,6
CCOC(=O)c1c(C)c(C(=O)NCc2cccs2)c(C)n1C,i,6,5,5,-5,-5,-1,i,-2
O=[N+]([O-])c1cc(-c2cnc3ccccc3n2)ccc1Oc1ccc(Cl)cc1,i,2,0,7,-1,21,-2,i,-4
O=C(NCc1ccccc1)C(c1ccc(F)cc1)N1CCN(CCN2CCOCC2)CC1 (centres undefined),i,6,nt,20,nt,nt,nt,nt,-3
O=C(C1=C[C@H](c2coc3ccccc3c2=O)C[C@H](OCCCCO)O1)N1CCOCC1,i,-2,-3,-14,3,-18,8,i,5
N#Cc1cn(CCOc2ccccc2F)c2ccccc12,i,-5,0,6,-7,29,-6,i,2
CCC(=O)Nc1ccc(C(=O)n2nc(C)cc2C)cc1,i,-1,2,2,-2,-6,3,i,-2
Cc1nnc(N2CCCC(C(=O)NCc3cccc(F)c3)C2)c2nn(-c3ccccc3)c(C)c12 (centres undefined),i,-18,0,-17,6,4,-35,i,5
CSc1ccc(OC2(C)CCN(Cc3ccc(C(C)C)cc3)C2)cc1 (centres undefined),i,4,-1,14,-3,24,6,i,0
CSc1cccc(N2CC(C(=O)NCCN3C(=O)S/C(=C\c4cccnc4)C3=O)CC2=O)c1 (centres undefined),i,1,-4,2,-1,-4,30,i,5
Cc1nn(CC(=O)NCCCN2CCC(N3CCCCC3)CC2)c(=O)c2cc(-c3ccccc3)nn12,i,13,0,-4,-6,-4,-19,i,2
CCc1nc2ccc(C(=O)NCCOc3ccc(OC)cc3)cn2c1N(CCN(C)C)CC1CC1,i,-6,-3,4,5,-9,-1,i,3
COC(=O)C(NS(C)(=O)=O)(c1c(C)[nH]c2ccccc12)C(F)(F)F (centres undefined),i,2,-6,-20,0,-10,-4,i,-2
Cn1c(=O)n(C)c2cc(NS(=O)(=O)c3cccs3)ccc21,i,12,0,-3,1,-6,9,i,-1
CC(=O)c1cccc(NC(=S)NC(=O)Cc2ccccc2)c1,i,-4,7,7,-3,8,23,i,-6
COc1ccc(/C=N/NC(=O)c2ccco2)cc1Cn1nc(C)c([N+](=O)[O-])c1C,i,-8,-6,11,7,7,2,i,-5
Cc1ccc(N(CC(=O)N2CCCCC2)S(=O)(=O)c2ccc(C)cc2)cc1,i,2,0,16,-8,0,-4,i,3
CCCCCC1C/C(=N\O)C=C(C)C1C(=O)OC (centres undefined),i,-1,0,8,-5,-4,-20,i,-1
COc1cccc(/C=C/C(=O)OCC(=O)Nc2ccc3[nH]c(=O)[nH]c3c2)c1OC,i,-1,-2,5,-8,-6,-6,i,-5
CCOc1cccc(C(=O)N/N=C/c2coc3ccccc3c2=O)c1,i,-8,1,1,7,4,-6,i,6
Cc1ccccc1CN1CCN(C(=O)c2ccco2)CC1,i,0,4,-3,-4,2,-3,i,0
COc1ccc(Cl)cc1NC(=S)NCCc1c[nH]c2ccccc12,i,7,-1,34,-8,26,-5,i,-4
Cc1c(C(=O)NCc2ccccn2)sc2nc(-c3ccccc3)cn12,i,3,0,8,-5,-1,2,i,4
C[C@H]1CN([C@@H](C)CO)C(=O)CCCn2nncc2CO[C@H]1CN(C)S(=O)(=O)c1ccc(Cl)cc1,i,0,1,5,-2,-8,4,i,44
C/C(=N\NS(=O)(=O)c1ccc(Br)cc1)c1ccncc1,i,5,0,0,2,0,-12,i,-4
CCOc1ccc(C(=O)NCC2(c3ccccc3)CCOCC2)cc1,i,-2,-1,0,-3,1,12,i,2
CCSc1nnc([C@H](C)NC(=O)OC(C)(C)C)o1,i,2,0,9,-3,-11,-10,i,-1
CCC(CC)C(=O)Nc1cc(OC)c(OC)cc1C(=O)O,i,-4,-1,4,-1,-1,-14,i,-4
C=C1c2cc(C)ccc2NC(=O)N1c1ccc(C)cc1,i,0,-1,7,5,-9,14,i,1
O=C(CN1CCN(C(=O)C2COc3ccccc3O2)CC1)Nc1ccccc1 (centres undefined),i,1,2,-7,-6,-3,4,i,6
COCOc1cccc(CN2CCC2(C)C(=O)Nc2ccc3c(c2)OCO3)c1 (centres undefined),i,4,4,-1,-1,8,10,i,-6
COc1cccc(OC)c1C(=O)NC(=S)N1CCOCC1,i,4,2,-4,-1,-5,-18,i,-11
Cc1snc(S(=O)(=O)Cc2ccccc2Cl)c1C#N,i,-1,-4,11,-5,-2,-1,i,1
COc1ccc(/C=N\Nc2ccc([N+](=O)[O-])cc2[N+](=O)[O-])c(C(=O)O)c1OC,i,3,-2,10,3,7,-96,i,3
Cc1cc(NC(=O)C2CCN(S(=O)(=O)c3c(C)noc3C)CC2)ccc1Br,i,5,4,4,-14,9,-3,i,3
COC(=O)c1cc(S(=O)(=O)NCc2ccccc2Cl)c[nH]1,i,3,-2,-4,-5,-3,-1,i,-3
CCOC(=O)N1CCN(c2ccc([N+](=O)[O-])cc2F)CC1C (centres undefined),i,3,0,11,-3,1,9,i,-4
COc1ccc2c(CC(=O)OCC(=O)Nc3cccc(S(N)(=O)=O)c3)coc2c1,i,2,-4,-1,-5,-2,7,i,-2
Nc1ncnc(Nc2cccc(C(F)(F)F)c2)n1,i,1,3,-11,-6,-4,2,i,2
O=C(c1ccccc1)C1CCN(C(=O)C2CCC(=O)N(Cc3cccc(F)c3)C2)CC1 (centres undefined),i,6,0,0,1,-7,2,i,-3
O=C1C(c2c(O)[nH]c3ccccc23)=Nc2ccccc21,i,14,-5,-1,2,0,8,i,1
COc1ccc(C(=O)Cn2c(=N)n(C)c3ccccc32)cc1,i,0,0,11,-8,-2,5,i,0
CCCN(CC(=O)Nc1ccccc1OC)C(=O)CSc1nc(C)cc(C)n1,i,0,-2,15,1,-3,0,i,0
CC(C)(C)C1CCC(=NNc2ncc(C(F)(F)F)cc2Cl)CC1 (centres undefined),i,6,1,4,-7,7,1,i,-3
CC(C)(C)OC(=O)C[C@H]1C/C=C\C[C@@H](CC(=O)N[C@@H](CO)Cc2ccccc2)C(=O)N2CCC[C@@H]2COC1=O,i,5,1,7,-8,-6,11,i,-8
COc1ccc(Nc2cc(NCCCO)c([N+](=O)[O-])c3nonc23)cc1,i,6,-12,1,-1,1,11,i,-3
CC(C)CCN1CC(C(=O)NCc2ccc(F)cc2)CC1=O (centres undefined),i,2,-3,-1,-3,-8,-19,i,4
COCCOCCOCCC(=O)NC1CC2CCC1(C)C2(C)C (centres undefined),i,5,1,-10,0,-5,-3,i,6
CC(C)(C)C(=O)/C(=C/c1ccncc1)n1cncn1,i,-29,1,1,3,-10,7,i,9
c1ccc(COc2ncnc3c2ncn3CCCNC2CCN(Cc3ccccc3)CC2)cc1,i,6,2,-9,-2,-8,9,i,1
COc1ccc(C(=O)NNC(=O)C(=O)Nc2ccc(C)c(Cl)c2)cc1,i,1,3,3,-5,3,4,i,0
CCc1ccccc1NC(=O)Cn1nnc(-c2cccs2)n1,i,3,1,-2,-8,-5,7,i,2
CC(C)n1cc(C(=O)c2cc(Br)ccc2O)cc(C#N)c1=O,i,-7,-4,5,-3,-2,-1,i,4
COc1cc(NC(=O)C(C)Oc2ccccc2)c(OC)cc1NC(=O)c1ccccc1 (centres undefined),i,9,-1,6,-11,23,-3,i,2
Cc1ccc(CNC(=O)C2CCN(C(=O)Nc3ccc(C)cc3)CC2)cc1,i,6,-1,1,-1,-2,6,i,6
COc1ccc(NC(=O)c2c(C)cc(=O)oc2C)c(OC)c1,i,-2,-1,15,-1,-3,0,i,4
CC(C)C(NC(=O)c1cccs1)c1nnc(SCC(=O)Nc2nccs2)n1C (centres undefined),i,-2,4,3,-1,-2,8,i,1
Cc1c(C(=O)N2CCCC2)c(S(=O)(=O)N2CCN(c3ccccc3F)CC2)c(C)n1C,i,-2,0,1,-2,-9,12,i,-3

# Part of the list above in order of formula weight, rising:
SMILES,Neddylation inh,MT1-MMP act inh,Rin1-Abl PPI inh,SKN-1 inh,NadD inh,FAS-TE inh,MLLE-PAM2 inh,Rpn11 inh,CSN inh
CCc1ccccc1NC(=O)Cn1nnc(-c2cccs2)n1,i,3,1,-2,-8,-5,7,i,2
COC(=O)C(NS(C)(=O)=O)(c1c(C)[nH]c2ccccc12)C(F)(F)F (centres undefined),i,2,-6,-20,0,-10,-4,i,-2
Cc1ccc(CNC(=O)C2CCN(C(=O)Nc3ccc(C)cc3)CC2)cc1,i,6,-1,1,-1,-2,6,i,6
COc1ccc(/C=N/NC(=O)c2ccco2)cc1Cn1nc(C)c([N+](=O)[O-])c1C,i,-8,-6,11,7,7,2,i,-5
CCCN(CC(=O)Nc1ccccc1OC)C(=O)CSc1nc(C)cc(C)n1,i,0,-2,15,1,-3,0,i,0
O=C(C1=C[C@H](c2coc3ccccc3c2=O)C[C@H](OCCCCO)O1)N1CCOCC1,i,-2,-3,-14,3,-18,8,i,5

# Carrying on.
SMILES,Neddylation inh,MT1-MMP act inh,Rin1-Abl PPI inh,SKN-1 inh,NadD inh,FAS-TE inh,MLLE-PAM2 inh,Rpn11 inh,CSN inh
COc1cc(C(C(=O)NC2CCCC2)N(C(=O)c2snc(C(N)=O)c2N)C2CCCC2)cc(OC)c1OC (centres undefined),i,-2,0,-4,-5,0,1,i,2
O=C(C1CCN(S(=O)(=O)c2cccc3nsnc23)CC1)N1CCc2ccccc21,i,4,-3,-13,8,12,3,i,-3
O=C(O)C1CC=CCC1C(=O)Nc1ccc(N2CCN(Cc3ccccc3)CC2)cc1 (centres undefined),i,2,-2,2,-2,-11,-7,i,-6
c1ccc2c(c1)NC(CN1CCOCC1)CO2 (centres undefined),i,7,-3,17,2,1,3,i,0
CC(=O)N1CCN(C(=O)COC(=O)/C=C/c2ccccc2[N+](=O)[O-])CC1,i,0,1,-18,5,-7,12,i,-6
CC(C(=O)Nc1ccc(F)c(F)c1F)N(C)Cc1cccs1 (centres undefined),i,1,3,-4,4,14,-7,i,0
O=C(CNc1ccccc1)Nc1ccc(F)cc1,i,8,4,15,0,8,-2,i,6
Cc1ccc(CC(=O)NCCS(=O)c2ccc(Cl)cc2)cc1 (centres undefined),i,4,2,-21,-4,-5,-1,i,-5
COc1ccc(CN(C)C(=O)CCN(c2ccccc2)S(=O)(=O)c2ccc(C)cc2)c(OC)c1,i,-9,-1,-1,-5,19,2,i,-6
C/C(N)=C(/C#N)C(=O)CSc1nnc(Cc2ccccc2F)n1N,i,-1&-5,-2&1,14&-17,0&-4,-9&-8,-7&-16,i,-3&-1
Cc1noc(C(=O)N2CCN(Cc3ccc4c(c3)OCO4)CC2)c1Cl,i,1,3,-4,2,-4,1,i,3
O=C(Nc1cccc([N+](=O)[O-])c1)c1cc2ccccc2cc1O,i,nt,-6,4,16,11,-1,i,11
O=C(OCc1cc([N+](=O)[O-])cc2c1OCOC2)c1ccccn1,i,-1,-1,-4,4,-3,-4,i,-8

# Assay outcomes: PubChem, several laboratories

# Compounds were not picked by outcome; about 3.9% have a hit in one of these screens.
